Bioassay records: PubChem, several laboratories
NFkB transloc inh = inhibitors of IL-1B driven NFkB p65 nuclear import, primary screen, imaging, HUVEC, IL-1B stimulus, high-content imaging | 0.43% of 94,000 active | inhibition, % at 2 µM | AID 796, 2007 | HUVEC IL-1B NFkB p65 nuclear translocation imaging;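 active means inhibition above about 30% together with a positive call from visual inspection of the well image, limit read from the data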;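 further: nuclear over cytoplasmic p65 intensity ratio measured by imaging; 0% = IL-1B stimulated DMSO wells and 100% = unstimulated DMSO wells; values of inactives mirror those of a sister screen read the other way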
Bcl-B displacement = displacers of TR3 peptide from Bcl-B, primary screen, selectivity assay for Bfl-1 inhibitor project, biochemical, fluorescence polarization | one-dose displacement, % at 20 µM; IC50 in µM for titrated hits | FP displacement of FITC-TR3 peptide from Bcl-B; higher % means a stronger effect | Bcl-2-like protein 10 (Homo sapiens) | 0.11% of 96,000 active;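 active means displacement above 50% at 20 µM plus a fluorescence interference ratio under 1.5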;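 further: plate controls were wells without compound for no effect and wells lacking Bcl-B protein for full effect; a part of the inactive calls stands beside numbers as strong as those of hits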
MRP reversal = reversal of MRP1-mediated doxorubicin resistance, primary screen, H69AR cells, doxorubicin co-treatment; H69AR cells + 2 uM doxorubicin, CellTiter-Glo, 72 h; AID 602, 2007; 0.04% of 85,000 active; differential viability (reversal), % at 10 µM;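 active means viability drop by adding the cancer drug above about 55%, with treated viability meeting a 40% cutoff, limit read from the data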;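 further: viability without doxorubicin minus viability with 2 µM doxorubicin for each compound; larger differential means the compound sensitizes cells more to doxorubicin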
IL1B NFkB pot = enhancers of NFkB p65 translocation in HUVEC – imaging, IL-1B stimulus, high-content imaging, primary screen. HUVEC IL-1B NFkB p65 nuclear translocation imaging. activation, % at 2 µM. 0.3% of 94,000 active. AID 819, 2007;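 active means activation above 40%, about the mean plus 3 SD, also judged a hit on visual image review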;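 further: percent activation is computed from the nuclear over cytoplasmic p65 intensity ratio; values of inactives mirror those of a sister screen read the other way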
PLAP inhibition = PLAP enzyme inhibitors, biochemical, luminescence, HTS (AID 690) | Alkaline phosphatase, placental type (Homo sapiens) | purified PLAP, luminescent substrate; higher % means a stronger effect | inhibition, % at 20 µM; hits with a dose series show IC50 in µM | 0.08% of 96,000 active; in the data active means a potency from the dose series; inactive means the rest, 99 in 100 with inhibition below about 30%; further: strong numbers were not always called active
MRP reversal cytotoxicity = further read-out of MRP reversal, marked with its call; viability, %; H69AR cells, CellTiter-Glo, 72 h; measured here: cytotoxicity without doxorubicin
MRP reversal with doxorubicin = also measured in MRP reversal; calls as there; viability, %; measured here: viability with 2 uM doxorubicin; stronger effect = lower value
NFkB transloc inh cell count 2 µM = recorded beside NFkB transloc inh, whose call it bears; cell count; measured here: cells passing quality filter;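 raw number of nuclei counted in each imaged well without normalization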
IL1B NFkB pot cell count 2 µM = further read-out of IL1B NFkB pot, marked with its call; cell count; measured here: cells passing quality filter
* marks the source's active call; other numbers are inactive results; · = no result given. An excerpt; count on the stated rates, not on these rows.

Start of the data: the first 2 records, ahead of the listing:
structure,NFkB transloc inh,NFkB transloc inh cell count 2 µM,IL1B NFkB pot cell count 2 µM,PLAP inhibition,IL1B NFkB pot,MRP reversal,MRP reversal with doxorubicin,MRP reversal cytotoxicity,Bcl-B displacement
COc1ccccc1C(=O)Nc1cccc(N(C)S(C)(=O)=O)c1,-28,118,118,·,28,4,83,87,·
COC(=O)c1ccc(C)c(NS(=O)(=O)c2ccc3c(c2)OCCO3)c1,-22,115,115,-43%,21,-21,51,30,-2%

This part in full, repeating the preview:
structure,NFkB transloc inh,NFkB transloc inh cell count 2 µM,IL1B NFkB pot cell count 2 µM,PLAP inhibition,IL1B NFkB pot,MRP reversal,MRP reversal with doxorubicin,MRP reversal cytotoxicity,Bcl-B displacement
COc1ccccc1C(=O)Nc1cccc(N(C)S(C)(=O)=O)c1,-28,118,118,·,28,4,83,87,·
COC(=O)c1ccc(C)c(NS(=O)(=O)c2ccc3c(c2)OCCO3)c1,-22,115,115,-43%,21,-21,51,30,-2%
Cc1cc(C(=O)Nc2cccc(C(=O)O)c2)c(C)o1,-3,152,152,23%,3,·,·,·,-3%
C=CCn1c(N)c(C(=O)Nc2ccccc2)c2nc3ccccc3nc21,·,·,·,-8%,·,-17,71,53,-2%
COc1ccc(C(=O)NNC2=NC(C)(C)Cc3cc(C)c(C)cc32)cc1,-17,129,129,1%,17,·,·,·,-2%
CCOC(=O)CN1C(=O)C(O)(CC(=O)c2cccc(OC)c2)c2ccccc21 (configuration not stated),-2,109,109,1%,2,-6,33,28,0%
CCSc1nnc(-c2ccccc2NC(C)=O)c(=O)[nH]1,-4,73,73,7%,6,-9,110,101,-17%
O=C1O/C(=C/C(=O)N2CCOCC2)c2ccccc21,-6,161,161,·,6,10,75,85,·
CC(C)(C)NC(=O)Cn1cc(C#N)c2cc(Br)ccc21,-7,117,117,16%,7,14,76,90,-2%
CCOC(=O)c1cnc(SC)nc1Nc1cccc2ccccc12,-6,89,89,·,6,25,58,84,·
COc1ccc2c(c1)OC(O)(C(F)(F)C(F)F)CC2=O (configuration not stated),-4,73,73,2%,4,-33,74,41,-6%
Cc1ccc(CSc2nnc3c(n2)OC2(Nc4ccccc4-3)C(=O)Nc3ccc(F)cc32)cc1 (configuration not stated),-10,179,179,-6%,10,·,·,·,1%
COC(=O)c1ccc(NC(=O)CSc2nnc(-c3ccncc3)n2N)cc1,10,104,104,18%,-10,17,86,103,-5%
CCOc1ccccc1NC(=O)CCCc1nc2ccccc2c(=O)[nH]1,2,90,90,15%,-2,-32,83,51,-4%
O=C(NCC(=O)N(c1ccc2c(c1)OCCO2)C(C(=O)NC1CCCC1)c1ccco1)c1ccco1 (configuration not stated),8,158,158,·,-8,-5,94,89,·
c1ccc(COc2ccc(CN3CCN(c4ccccn4)CC3)cc2)cc1,-2,213,213,-62%,2,-3,87,83,-3%
COc1ccccc1NS(=O)(=O)c1cc(C(=O)NCc2ccco2)ccc1C,0,118,118,-11%,0,·,·,·,7%
O=C(NCCCN1CCOCC1)c1cc(-c2ccc3c(c2)OCO3)nc2ccccc12,·,·,·,-61%,·,11,81,92,2%
CCCc1cc(=O)[nH]c(SCC(=O)N(C)Cc2ccccc2)n1,-12,119,119,-9%,12,13,79,92,-1%
CC1CCCCN1C(=O)c1cc(F)c(F)cc1Cl (configuration not stated),-11,171,171,-25%,11,17,79,96,-9%
CCn1c(COc2ccccc2C)nnc1SCC(=O)Nc1ccc2c(c1)OCCO2,-4,198,198,7%,4,2,75,77,-4%
COc1ccc(CC(=O)OCC(=O)NC(=O)NC(C)C)cc1,-8,154,154,15%,8,·,·,·,-3%
Cc1cc2ccccc2nc1SCC(=O)Nc1nc(-c2ccccc2)cs1,-3,133,133,0%,3,·,·,·,4%
O=S(=O)(c1ccc(N2CCOCC2)nc1)N1CCOCC1,1,141,141,-8%,-1,-7,93,86,-3%
NC(=O)Nn1c(CCC(=O)O)ccc1-c1ccc(Br)cc1,3,83,83,-2%,-3,9,87,96,-10%
CC(C)c1ccc(OCc2nc(-c3ccccn3)no2)c(Br)c1,-5,203,203,14%,5,-11,79,67,2%
O=C(NC1CCCCCC1)C1CCN(S(=O)(=O)c2cccc3cccnc23)CC1,-8,71,71,4%,9,6,86,92,0%
COc1ccccc1CN(CC(=O)NCc1ccco1)C(=O)CNS(=O)(=O)c1ccc(C)cc1,-9,207,207,-18%,9,·,·,·,-3%
Cn1nnnc1SCC(=O)Nc1c(Cl)cccc1Cl,-8,57,57,-2%,8,-4,99,96,-1%
O=C(Nc1ccc(-c2noc(-c3cccs3)n2)cc1)c1cccnc1,-2,80,80,·,2,-18,29,10,·
Cn1c(=O)c2cc(S(=O)(=O)Nc3ccc4c(c3)OCO4)ccc2n(C)c1=O,-10,95,95,-7%,10,25,66,91,1%
CCC(CC)C(=O)N(c1ccc(F)cc1)C1C=CS(=O)(=O)C1 (configuration not stated),5,99,99,8%,-5,-18,88,69,-7%
Cn1c(Cn2c(=O)sc3ccccc32)nnc1SCc1ccccn1,-4,105,105,7%,4,9,99,107,3%
Cc1ccc(C)c(N2CCN(C(=O)CCCn3c(=S)[nH]c4cc5c(cc4c3=O)OCO5)CC2)c1,-5,127,127,-70%,5,-3,80,77,5%
COc1ccc(CC(=O)n2c(CC#N)nc3ccccc32)cc1OC,-9,136,136,-7%,9,-7,96,89,-5%
COC(=O)c1sccc1-c1ccc(C(=O)Nc2cccc(Cl)c2)o1,3,171,171,20%,-3,·,·,·,0%
c1ccc(COc2ccc(OCCCN3CCCCC3)cc2)cc1,-20,78,78,-54%,20,15,57,72,-13%
CSc1nc(Oc2ccc3ccccc3c2)c2sccc2n1,4,112,112,-41%,-4,·,·,·,5%
Cc1cccc(N2CCN(C(=O)c3cc4c(=O)n(C)c5ccccc5c4n3C)CC2)c1C,-40,199,199,13%,40,14,63,77,12%
Cc1cc(=O)oc2c(CN3CCCCC3)c(O)c(Cl)cc12,0,130,130,-28%,0,14,76,90,-13%
COCCCNC(=O)c1ccccc1NS(C)(=O)=O,-2,139,139,2%,2,1,89,90,-2%
CC[n+]1c(S(=O)(=O)[O-])ccc2ccc(C)cc21,·,·,·,-6%,·,·,·,·,12%
COCCNC(=O)C1CCCN(c2nn3c(=O)cc(C)nc3s2)C1 (configuration not stated),·,·,·,-2%,·,·,·,·,-11%
Cc1nc(SCC(=O)Nc2ccc(N3CCOCC3)cc2)nc(C)c1C,-12,165,165,-12%,12,18,75,93,-6%
CC(=O)Oc1ccc2c(c1)c(C(C)=O)c(C)n2C,9,159,159,12%,-9,-11,99,88,-1%
Cc1ccc(OCC(O)CN2C(=O)NC(C)(C)C2=O)cc1 (configuration not stated),-31,153,153,·,31,6,91,97,·
Cc1ccc(Cn2ccc(NC(=O)c3cc4nc5c(c(C(F)(F)F)n4n3)CCc3ccccc3-5)n2)cc1,7,146,146,7%,-7,·,·,·,-8%
COc1ccc(-c2c3c(=O)n(C)c(=O)n(C)c3cn2Cc2ccccn2)cc1,14,127,127,-26%,-14,10,81,91,8%
COc1ccc(C2C(C#N)=C(N)Oc3cc(C)[nH]c(=O)c32)c(OC)c1OC (configuration not stated),-13,71,71,11%,13,-6,103,97,-6%
CCCCNC(=O)CC1N=C2c3ccccc3N=C(SCC(=O)Nc3ccccc3OC)N2C1=O (configuration not stated),9,98,98,-45%,-9,29,26,56,-2%
Brc1[nH]nc2ccccc12,3,85,85,3%,-3,-5,105,100,0%
O=C1/C(=C/c2cccs2)SC(=S)N1c1ccccc1,6,191,191,12%,-6,·,·,·,-6%
COc1cc2oc3ccccc3c2cc1N(CC(=O)N1CCCCC1)S(=O)(=O)c1ccc(C)cc1,7,184,184,-7%,-7,·,·,·,-6%
Cc1ccn2c(NC3CCCCC3)c(C(C)C)nc2c1,-19,115,115,·,19,-7,84,77,·
CN1C(=O)C2CN(CCc3ccccc3)CNC2N(C)C1=O (configuration not stated),·,·,·,11%,·,-3,104,101,2%
Cc1ccc(C)c(NC(=S)N(CCc2nc3cc(C)c(C)cc3[nH]2)Cc2cccnc2)c1,7,141,141,26%,-7,·,·,·,-4%

The list goes on:
structure,NFkB transloc inh,NFkB transloc inh cell count 2 µM,IL1B NFkB pot cell count 2 µM,PLAP inhibition,IL1B NFkB pot,MRP reversal,MRP reversal with doxorubicin,MRP reversal cytotoxicity,Bcl-B displacement
CS(=O)(=O)N1CCN(c2nnc(-c3ccccc3)c3ccccc23)CC1,·,·,·,-77%,·,9,75,85,-1%
COc1ccccc1CC(=O)NCCc1ccc(S(N)(=O)=O)cc1,4,83,83,·,-4,-1,86,84,·
COc1ccc(OC)c(S(=O)(=O)Nc2cccc(F)c2)c1,-16,74,74,0%,16,-1,96,95,-3%
CCCS(=O)(=O)N1CCC(C(=O)NCCCN2CCC(Cc3ccccc3)CC2)CC1,·,·,·,-85%,·,14,85,99,1%
CCC(=O)Nc1ccc(NC(=O)c2cc3ccccc3o2)cc1,3,132,132,28%,-3,-13,99,86,-1%
O=C(CC(=O)Nc1ccccn1)Nc1ccccn1,2,91,91,-1%,-2,-2,93,91,3%
COCCNC(=O)CSc1nc2cc(OC)c(OC)cc2c(=O)n1Cc1ccc(OC)cc1,-1,107,107,-14%,1,14,81,95,-24%
CC(=O)Nc1cccc(NC(=O)c2c(-c3ccccc3Cl)noc2C)c1,·,·,·,4%,·,19,66,85,-4%
CCCc1c(C)c(C#N)c2nc3ccccc3n2c1NCCCN1CCOCC1,-11,118,118,-38%,11,·,·,·,-1%
COc1ccc(OC)c(NC(=O)CSc2nc3ccccc3c(=O)n2CCNC(C)=O)c1,-21,137,137,·,21,37,24,61,·
O=C(Cc1cn2ccsc2n1)Nc1cccc2cnccc12,1,214,214,4%,-1,-16,99,83,23%
COc1ccc(NC(=O)CN2CCC(C(N)=O)CC2)cc1,-8,101,101,-29%,8,·,·,·,-7%
O=C(COC(=O)c1cccnc1)c1ccc(Cl)c(Cl)c1,-4,167,167,-22%,4,-4,98,93,0%
O=C(CSc1nc(-c2ccc(F)cc2)cc(C(F)(F)F)n1)NCc1ccco1,-6,173,173,·,6,9,78,87,·
CCN(c1ccccc1)S(=O)(=O)c1ccc(Oc2ccc(-n3ccnc3)cc2)nc1,-3,81,81,·,3,-4,68,64,-8%
COc1ccc(N(C)S(=O)(=O)c2ccc3c(c2)CCC(=O)N3)cc1,-9,217,217,13%,9,11,80,91,-9%
COc1ccccc1CNc1nc2nc(C)cc(=O)n2[nH]1,1,110,110,-4%,-1,12,90,102,-4%
CCCCCCC(=O)c1c(C)[nH]c(C(=O)OCC)c1C,3,121,121,12%,-3,1,89,91,-4%
CCOc1ccc(C2C(C(=O)c3ccco3)=C(O)C(=O)N2Cc2cccnc2)cc1 (configuration not stated),-8,177,177,-2%,8,-6,107,101,-5%
O=C(CCSc1ccc(Cl)cc1)c1cccs1,1,146,146,-10%,-1,·,·,·,1%
O=C1CC(=C2c3ccccc3-c3ccccc32)C(=O)N1CCN1CCN(c2ccccc2)CC1,-2,149,149,·,3,2,96,98,·
Cc1oc(-c2ccc(Cl)cc2)nc1CN1CCCC(C(=O)NCCCN2CCCC2=O)C1 (configuration not stated),·,·,·,-66%,·,7,93,101,-7%
COC(=O)c1ccccc1NC(=O)CC#N,·,·,·,4%,·,2,97,99,11%
CCN1C=C(Cc2ccc(OC)cc2)C2=C(C1)C(c1ccc(OC)cc1)C(C#N)=C(N)O2 (configuration not stated),10,133,133,-32%,-10,·,·,·,-16%
